TAAR1 agonist: human TAAR1 agonism; Q96RJ0; AID 624467; 360,000 tested, 0.99% active; activation, % at 3 µM; CHO RD-HGA16 TAAR1, Fluo-8 calcium fluorescence; vehicle wells 0%, saturating PEA agonist 100%;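 active = activation above the mean activation of all test compounds in the run plus 3 SD, cut at about 38% in these data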
Target sequence (Q96RJ0 whole entry, looked up): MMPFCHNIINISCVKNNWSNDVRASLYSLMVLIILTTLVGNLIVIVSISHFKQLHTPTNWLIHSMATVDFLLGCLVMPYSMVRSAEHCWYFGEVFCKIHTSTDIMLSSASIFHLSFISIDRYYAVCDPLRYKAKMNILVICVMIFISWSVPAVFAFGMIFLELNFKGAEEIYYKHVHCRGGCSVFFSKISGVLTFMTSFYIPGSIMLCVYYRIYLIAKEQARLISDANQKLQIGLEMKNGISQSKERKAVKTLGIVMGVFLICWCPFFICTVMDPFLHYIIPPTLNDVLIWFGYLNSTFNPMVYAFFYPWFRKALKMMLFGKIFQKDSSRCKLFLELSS
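Test system: RD-HGA16 (CHO) cells co-expressing Gα16 and hTAAR1 / Benchmarks: DMSO vehicle as 0%, PEA at EC100 as 100% / Repeats: no replicates (n 1) / Measure: % activation from peak over basal fluorescence ratio, DMSO-to-PEA scaled / Timing: 17-24 h plating, Fluo-8 75 min 37 °C, 30 min RT / Technique: kinetic Fluo-8 calcium fluorescence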
OXTR ag: human OXTR agonism. activation, % at 3 µM. CHO-OTR cells, Fluo-8 calcium fluorescence; normalized: DMSO 0%, oxytocin 100%. 320,000 tested, 0.32% active. P30559;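 active = activation above the mean of all tested compounds plus 3 SD, cutoff set per screening run, cut at about 20% in these data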;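 note: peak over basal fluorescence ratio from a 100 s FLIPR kinetic read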
TAAR1 antagonist: human TAAR1 antagonism; Q96RJ0; CHO RD-HGA16 TAAR1, Fluo-8 calcium fluorescence, antagonist; inhibition, % at 3 µM; 360,000 tested, 1.5% active; AID 624466;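 active = inhibition above a per-plate cutoff, the mean inhibition of test compounds on that plate plus 3 SD, cut at about 49% in these data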;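 note: 0% = DMSO plus EC80 beta-PEA response and 100% = DMSO alone without agonist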
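Test system: RD-HGA16 CHO cells with stable hTAAR1 and Gα16 / Probe or stimulus: EC80 β-phenethylamine stimulus / Times: seeding 17-24 h prior, 75-min 37 °C, 30-min RT dye loading / Detection: Fluo-8 calcium-sensitive fluorescence / Read-out basis: % inhibition scaled between DMSO and EC80 PEA controls / Repeats: singlicate, one well per test compound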
OXTR potentiator: potentiates the human oxytocin receptor response; P30559; CHO-OTR cells, Fluo-8 calcium fluorescence, potentiator mode; 0% = oxytocin EC15, 100% = EC100; activation, % at 3 µM; 320,000 tested, 0.061% active; AID 2445;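 active = activation above that plate's cutoff, the mean activation of tested compounds plus 3 SD, cut at about 6.6% in these data, passing the limit was not always enough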;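 note: 100% uses oxytocin at 75 nM as the full agonist control; some results filed as inactive read as strong as hits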
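test system = CHO-OTR cells, human receptor | compound = single-point 3.0 µM | schedule = 6 min compound pre-incubation at room temperature, 100 s kinetic read | signal = Fluo-8 no-wash calcium dye fluorescence, excitation 470-495 nm, emission 515-575 nm | repeats = single well per compound, singlicate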
V1R ag counter: activates human V1a receptor in oxytocin agonist counter-screen; P37288; CHO-V1R cells, Fluo-8 calcium fluorescence, agonist mode; 0% DMSO, 100% 3 nM vasopressin; activation, % at 3 µM; 320,000 tested, 0.25% active;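 active = activation above the mean activation of all tested compounds plus 3 SD, per screening run, cut at about 20% in these data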;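 note: signal is peak over basal fluorescence ratio across a 100 second FLIPR read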
Target sequence (P37288 whole entry, looked up): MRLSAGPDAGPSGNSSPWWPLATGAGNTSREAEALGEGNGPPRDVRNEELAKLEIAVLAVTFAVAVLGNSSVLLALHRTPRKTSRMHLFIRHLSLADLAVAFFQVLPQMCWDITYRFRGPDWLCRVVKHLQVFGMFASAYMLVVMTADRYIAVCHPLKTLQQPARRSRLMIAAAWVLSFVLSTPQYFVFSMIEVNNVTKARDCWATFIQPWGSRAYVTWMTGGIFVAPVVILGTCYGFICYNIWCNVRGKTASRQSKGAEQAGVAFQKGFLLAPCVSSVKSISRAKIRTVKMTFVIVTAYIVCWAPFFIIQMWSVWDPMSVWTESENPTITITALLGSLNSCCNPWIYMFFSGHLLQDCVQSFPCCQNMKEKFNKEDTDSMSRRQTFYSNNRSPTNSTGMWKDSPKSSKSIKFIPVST
CHO parental Ca: counter-screen for OX1R antagonists: effect in parental CHO cells | parental CHO-K1, ATP-induced calcium, Fluo-8 fluorescence | inhibition, % at 5.6 µM | 330,000 tested, 0.63% active;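 active = inhibition above that plate's mean sample inhibition plus 3 SD, cut at about 26% in these data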;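 note: 0% = ATP-challenged DMSO wells and 100% = DMSO wells without ATP; some compounds past the cut are filed as inactive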
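Material: parental CHO cells / Compound: single nominal dose of 5.6 µM per compound / Signal: Fluo-8 fluorescence / Replicates: singlicate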
CHRM1 PAM: positive allosteric modulators of human M1 muscarinic receptor; P11229; CHO-K1 hM1, Fluo-8 calcium fluorescence, ACh EC20; 0% = ACh EC20, 100% = maximal ACh; activation, % at 3 µM; 360,000 tested, 0.088% active; AID 588819; in the data active = activation above about 19%, passing the limit was not always enough
M1 antag: blocks human M1 muscarinic receptor | P11229 | CHO-K1 hM1, Fluo-8 calcium fluorescence, ACh EC80 antagonist | inhibition, % at 3 µM | 360,000 tested, 1.3% active | AID 588852;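 active = percent inhibition above its own plate's cutoff, namely the mean of that plate's compound wells plus 3 SD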;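 note: peak over basal fluorescence ratio during 140 s after agonist addition; 0% = ACh EC80 plus DMSO and 100% = DMSO alone without agonist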
CHRM1 agonist: agonists of human M1 muscarinic receptor; P11229; CHO-K1 hM1, Fluo-8 calcium fluorescence, agonist mode; 0% DMSO, 100% acetylcholine EC100; activation, % at 3 µM; 360,000 tested, 0.33% active; AID 588814;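 active = activation above the run's mean compound activation plus 3 SD, cut at about 16% in these data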;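 note: peak over basal fluorescence ratio within a 140 s kinetic read after compound addition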
The depositor's hits bear a star; . = no result given.

SMILES	TAAR1 agonist	OXTR ag	TAAR1 antagonist	OXTR potentiator	V1R ag counter	CHO parental Ca	CHRM1 PAM	M1 antag	CHRM1 agonist
O=C(Nc1ccc(S(=O)(=O)Nc2ccccn2)cc1)c1cccc([N+](=O)[O-])c1	3	0.4	-16	3	1.1	0	-1	10	-3
CCN(CC)S(=O)(=O)c1ccc(N=N/C(C(C)=O)=C(/C)O)cc1	7	-0.1	-10	-10	0.7	-13	-4	-21	0
Cc1ccc(C(=O)OCC(=O)N2CCCCCC2)c(O)c1	14	-1.1	-21	-5	0.0	-4	9	-2	-5
Cc1ccc(-c2nnc(Nc3ccccc3)c3ccccc23)cc1S(=O)(=O)NCC1CCCO1 (configuration not stated)	17	-1.2	58*	-5	-0.2	29*	-10	5	-3
CC(NC(=O)c1ccc(F)cc1F)C1CC2CCC1C2 (configuration not stated)	-1	-1.9	-13	-2	-0.9	-11	15	-4	4
COc1cccc(/C=N/Nc2ccc(C(=O)O)cc2)c1O	3	0.2	2	-4	0.6	-1	4	-6	-4
O=C(Nc1ccc2c(c1)OCO2)C1CCN(C(=O)c2ccc(Cl)cc2)CC1	0	-1.4	-16	-5	-0.2	1	9	-11	-4
O=C(NC(=S)Nc1ccc(N2CCOCC2)cc1)c1cccs1	5	0.1	-34	-11	0.1	-17	0	7	-3
CCOC(=O)c1ccc(NC(=O)NCc2ccncc2)cc1	8	1.2	0	-9	0.2	-11	-1	5	-4
CCN(CC)C(=O)CSc1nnc(-c2ccco2)n1Cc1ccco1	16	-0.2	9	-1	0.1	-10	6	-7	-4
CC1(c2cccc(Br)c2)NC(=O)N(CC(=O)Nc2ccc3c(c2)OCCO3)C1=O (configuration not stated)	9	4.0	44	-11	3.6	6	7	-5	-2
CCCN(CC1CC1)C(=O)CSc1ncnc2sc(C)c(C)c12	20	0.2	9	-9	1.2	-26	-2	3	-3
COc1ccccc1C(=O)NCCC(=O)NCC(c1ccco1)N1CCCC1 (configuration not stated)	1	0.8	-5	-5	0.9	-13	5	-3	-5
CC(C)(C)NC(=O)NC(=O)CSc1nncs1	1	1.1	2	2	1.0	1	4	4	-8
COCCNc1nc(NCc2ccccc2)nc2ccsc12	153*	.	104*	.	.	.	-33	100*	79*
O=C(Cn1ncc2c3ccccc3n(Cc3ccc(Cl)cc3)c2c1=O)NCCCN1CCCC1=O	0	-1.2	-12	-20	-0.1	-27	11	-11	-5
COc1cc(C(=O)Nc2sc(C)c(C)c2C(=O)O)cc(OC)c1OC	0	1.2	8	-4	1.5	-13	10	-9	-6
O=C(Nc1nc2ccccc2n1Cc1ccccc1)c1ccco1	16	-1.3	32	-10	0.7	-7	-9	-10	-5
COc1cc(NC(=O)c2ccc3c(SCC(=O)O)c4c(nc3c2)CCC4)cc(OC)c1OC	3	-0.8	-33	-10	0.0	-2	20	-4	5
O=C(c1cc(Cl)c(=O)n(Cc2ccccc2)c1)N1CCOCC1	11	0.2	11	-1	-0.5	5	7	4	-3
CC(CCc1ccccc1)NC(=O)C(=O)NCCc1ccccc1 (configuration not stated)	49*	-1.5	8	-5	-0.1	-13	5	-6	-5
Cc1cc(C)c(S(=O)(=O)N2CC=C(c3ccccc3)CC2)c(C)c1	3	0.8	-11	-15	1.7	-13	-4	11	-2
O=C(Nc1cccc(F)c1)c1ccc(S(=O)(=O)N2CCOCC2)cc1	3	-1.2	17	-9	4.9	-2	9	-13	2
CC(C)n1c(=O)[nH]c2cc(C(=O)Nc3ccccc3)ccc21	5	2.5	14	-9	2.3	-7	10	-14	2
O=P(CCc1ccccc1)(c1ccccc1)c1ccccc1	0	.	-2	.	.	.	-1	-1	-4
COC(=O)[C@@]12CCCN1[C@H](c1ccc(-c3cccc(Cl)c3)c(OC)c1)[C@H]1C(=O)N(C)C(=O)[C@H]12	1	1.1	8	-6	-0.1	-13	-4	8	-5
O=C(C1CCN(c2ncnc3c2sc2cccc(F)c23)CC1)N1CCOCC1	1	4.0	-8	-8	3.9	-5	-5	4	-1
CC(=O)Oc1cc2c(C(=O)NCc3ccncc3)c(C)oc2c2ccccc12	5	2.0	26	-7	2.3	-23	4	-19	2
O=C(Nc1cc([N+](=O)[O-])ccc1O)c1cccc(NC(=O)c2ccco2)c1	5	-0.9	11	3	1.2	-2	0	-5	1
O=C(Oc1ccc(-c2csnn2)cc1)c1cccs1	0	0.3	4	-4	-2.1	12	8	-19	-2
COc1ccc(OC)c(/C=C2\Oc3cc(OCC(=O)N4CCC[C@H]4C(=O)O)ccc3C2=O)c1	.	4.5	.	-1	4.6	-10	-4	6	2
Cc1nn(CC(=O)Nc2c(C)n(C)n(-c3ccccc3)c2=O)c(C)c1[N+](=O)[O-]	4	0.0	-8	-2	0.1	-8	-4	18	-5
COc1ccc(NC(=O)CSc2nc3ncccc3[nH]2)cc1OC	8	-0.8	-15	0	-0.6	-9	6	-7	-3
COc1cnn(-c2ccccc2)c(=O)c1OC	0	0.6	-30	0	1.2	5	18	-23	1
O=C(CSc1ccc2nnc(-c3ccccn3)n2n1)Nc1ccccc1C(F)(F)F	1	0.9	-12	-8	0.2	1	11	-5	-1
O=C(NC(=S)Nc1ccccc1Cl)c1cnn2c(C(F)(F)F)cc(C(F)(F)F)nc12	-1	0.2	-15	-7	1.6	2	6	1	1

A portion of the results above, for reference:
SMILES	TAAR1 agonist	OXTR ag	TAAR1 antagonist	OXTR potentiator	V1R ag counter	CHO parental Ca	CHRM1 PAM	M1 antag	CHRM1 agonist
O=C(c1cc(Cl)c(=O)n(Cc2ccccc2)c1)N1CCOCC1	11	0.2	11	-1	-0.5	5	7	4	-3
CC(CCc1ccccc1)NC(=O)C(=O)NCCc1ccccc1 (configuration not stated)	49*	-1.5	8	-5	-0.1	-13	5	-6	-5
Cc1cc(C)c(S(=O)(=O)N2CC=C(c3ccccc3)CC2)c(C)c1	3	0.8	-11	-15	1.7	-13	-4	11	-2
O=C(Nc1cccc(F)c1)c1ccc(S(=O)(=O)N2CCOCC2)cc1	3	-1.2	17	-9	4.9	-2	9	-13	2
CC(C)n1c(=O)[nH]c2cc(C(=O)Nc3ccccc3)ccc21	5	2.5	14	-9	2.3	-7	10	-14	2
O=P(CCc1ccccc1)(c1ccccc1)c1ccccc1	0	.	-2	.	.	.	-1	-1	-4
COC(=O)[C@@]12CCCN1[C@H](c1ccc(-c3cccc(Cl)c3)c(OC)c1)[C@H]1C(=O)N(C)C(=O)[C@H]12	1	1.1	8	-6	-0.1	-13	-4	8	-5
O=C(C1CCN(c2ncnc3c2sc2cccc(F)c23)CC1)N1CCOCC1	1	4.0	-8	-8	3.9	-5	-5	4	-1
CC(=O)Oc1cc2c(C(=O)NCc3ccncc3)c(C)oc2c2ccccc12	5	2.0	26	-7	2.3	-23	4	-19	2
O=C(Nc1cc([N+](=O)[O-])ccc1O)c1cccc(NC(=O)c2ccco2)c1	5	-0.9	11	3	1.2	-2	0	-5	1
O=C(Oc1ccc(-c2csnn2)cc1)c1cccs1	0	0.3	4	-4	-2.1	12	8	-19	-2
COc1ccc(OC)c(/C=C2\Oc3cc(OCC(=O)N4CCC[C@H]4C(=O)O)ccc3C2=O)c1	.	4.5	.	-1	4.6	-10	-4	6	2
Cc1nn(CC(=O)Nc2c(C)n(C)n(-c3ccccc3)c2=O)c(C)c1[N+](=O)[O-]	4	0.0	-8	-2	0.1	-8	-4	18	-5
COc1ccc(NC(=O)CSc2nc3ncccc3[nH]2)cc1OC	8	-0.8	-15	0	-0.6	-9	6	-7	-3

The listing continues.
SMILES	TAAR1 agonist	OXTR ag	TAAR1 antagonist	OXTR potentiator	V1R ag counter	CHO parental Ca	CHRM1 PAM	M1 antag	CHRM1 agonist
Cc1nc2ccc(NC(=O)CSc3ccccc3)cc2s1	13	0.8	4	2	2.3	-10	15	-13	2
CCOc1ncccc1C(=O)OCC(=O)Nc1ccc2c(c1)OCCO2	4	1.5	4	0	0.5	-10	-1	9	-2
O=S(=O)(Nc1ccc2c(c1)OCCO2)c1cccs1	0	1.0	-7	-8	0.7	1	2	-7	-7
Cc1cc(NC(=O)CSc2nc3ccccc3s2)no1	11	-1.3	4	1	-0.4	-9	9	-8	-3
COc1cccc(-c2nc(C(=O)NCCCN3CCOCC3)cc3c2[nH]c2ccccc23)c1	3	2.8	20	-7	-0.7	-24	-2	4	-2
S=C1NCN(Cc2ccco2)CN1c1ccccc1	-1	-0.8	2	2	0.4	0	-1	4	3
COc1cccc(NC(=O)c2ccccc2F)c1	0	-0.9	4	0	0.1	-4	8	-3	-2
Cc1ccc(C)c(C(O)c2ncc(-c3ccc4ccccc4c3)[nH]2)c1 (configuration not stated)	22	.	35	.	.	.	2	-8	10
COc1ccc(-c2noc(CCC(=O)NCCN3CCN(c4ccccc4F)CC3)n2)cc1	8	13	18	-16	11	9	-10	9	0
COCCCNc1oc(-c2cccs2)nc1S(=O)(=O)c1ccc(C)cc1	0	-2.2	7	-4	-1.1	-19	6	-11	-4
O=C(NCc1ccccn1)c1ccc(OC2CCN(Cc3ccc(F)cc3F)CC2)cc1	3	11	-5	-12	3.3	-16	-17	23	-4
CC(OC(=O)c1ccccc1CCc1ccccc1)C(N)=O (configuration not stated)	2	4.4	-3	-10	3.1	-3	3	0	-3
COP(=O)(CC(=O)c1ccccc1)CC(=O)c1ccccc1	6	0.9	-15	-8	1.1	-13	6	-6	-2
O=[N+]([O-])c1ccc(N2CCCC2)cc1NCc1ccccc1	-1	-2.5	11	-9	-0.5	0	-5	-5	-6
COc1ccc(S(=O)(=O)N(C)C[C@H]2Oc3ccc(NS(=O)(=O)c4ccc(F)cc4)cc3C(=O)N([C@H](C)CO)C[C@@H]2C)cc1	4	-0.3	8	-1	4.8	-31	9	-12	-3

Compound activity as filed in PubChem.
